# Glyco luc inh: N-linked glycosylation inhibition. D54 ERlucT glycosylation luciferase reporter, 24 h; percent of 100 nM tunicamycin response. reporter increase, % at 12.5 µM. actives 0.23% (n = 360,000). AID 588692;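 active = mean luciferase reporter signal, scaled so untreated is 0 and the glycosylation-blocking control 100, at or above a set limit in every replicate; inconclusive = mean reaches the limit but not every replicate does; inactive = mean below the limit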;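 also: luciferase carries N-glycosylation sites so blocking glycosylation raises the light; 0% = median of neutral control wells and 100% = median of 100 nM tunicamycin wells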
# Cardio protect: myocardial damage modulation in H9c2 cells; actives 0.63% (n = 360,000); H9c2 cardiomyocytes, H2O2 injury protection, ATPLite, 2 h; protection from H2O2 cell death, % at 20 µM; AID 588492;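 active = compounds giving at least 50% protection of heart cells from peroxide-induced death in the single-dose screen, raw or plate-pattern-corrected value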;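 also: 0% = DMSO wells with peroxide and 100% = DMSO wells without peroxide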
# PDI turbidity: blocks human protein disulfide isomerase activity; inhibition, % at 10 µM; PDI insulin aggregation turbidity, A650, 90 min; actives 0.052% (n = 350,000);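 active = mean inhibition across replicates of 30% or more, whatever share of single replicates reach that level; inconclusive = mean inhibition below 30% while every single replicate reaches 30%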;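 also: absorbance from insulin aggregation driven by PDI reduction with DTT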
# Target sequence (P07237 whole entry, looked up): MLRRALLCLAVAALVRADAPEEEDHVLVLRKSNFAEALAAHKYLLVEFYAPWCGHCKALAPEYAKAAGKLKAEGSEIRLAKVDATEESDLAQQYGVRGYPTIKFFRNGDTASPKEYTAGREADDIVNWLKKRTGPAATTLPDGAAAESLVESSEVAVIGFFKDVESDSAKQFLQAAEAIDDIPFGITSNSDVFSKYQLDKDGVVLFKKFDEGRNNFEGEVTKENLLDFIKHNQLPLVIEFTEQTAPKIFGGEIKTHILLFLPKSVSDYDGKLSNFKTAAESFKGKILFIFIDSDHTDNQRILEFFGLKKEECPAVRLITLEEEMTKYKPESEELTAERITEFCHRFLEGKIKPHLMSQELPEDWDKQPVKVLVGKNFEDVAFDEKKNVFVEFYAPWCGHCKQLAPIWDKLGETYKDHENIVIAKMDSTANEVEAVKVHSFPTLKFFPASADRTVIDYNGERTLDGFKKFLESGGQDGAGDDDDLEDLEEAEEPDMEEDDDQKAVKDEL
# iPSC survival up: enhancers of human iPSC single-cell survival | survival enhancement, % at 20 µM | AID 602274 | actives 0.044% (n = 360,000) | hiPSC single-cell survival, ATPlite luminescence; 100% = ROCK inhibitor wells, 0% = DMSO; in the data active = survival enhancement above about 18%;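 also: cells exposed to compounds for 16 hours before the ATP read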
# Vif inh: HIV Vif inhibition; inhibition, % at 7.49 µM; HEK293T cells, Vif self-association by quenched fluorescence, imaging, 24 h; actives 0.35% (n = 340,000); in the data active = inhibition above about 50%, passing the limit was not always enough; inconclusive = no clear call, values can overlap the other calls; inactive = below about 31%; also: some results filed as inactive read as strong as hits
# HTR2A ag: agonists of mouse serotonin 5-HT2A receptor (HTR2A); P35363; CHO-K1 mHTR2A beta-arrestin complementation, luminescence; percent of 30 µM serotonin response; activation, % at 7.6 µM; actives 0.66% (n = 360,000); AID 624169;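 active = activation above a run cutoff, the mean activation of all tested compounds plus 3 SD, cut at about 14% in these data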;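 also: 0% = plate median of compound wells and 100% = 30 µM serotonin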
# Target sequence (P35363 whole entry, looked up): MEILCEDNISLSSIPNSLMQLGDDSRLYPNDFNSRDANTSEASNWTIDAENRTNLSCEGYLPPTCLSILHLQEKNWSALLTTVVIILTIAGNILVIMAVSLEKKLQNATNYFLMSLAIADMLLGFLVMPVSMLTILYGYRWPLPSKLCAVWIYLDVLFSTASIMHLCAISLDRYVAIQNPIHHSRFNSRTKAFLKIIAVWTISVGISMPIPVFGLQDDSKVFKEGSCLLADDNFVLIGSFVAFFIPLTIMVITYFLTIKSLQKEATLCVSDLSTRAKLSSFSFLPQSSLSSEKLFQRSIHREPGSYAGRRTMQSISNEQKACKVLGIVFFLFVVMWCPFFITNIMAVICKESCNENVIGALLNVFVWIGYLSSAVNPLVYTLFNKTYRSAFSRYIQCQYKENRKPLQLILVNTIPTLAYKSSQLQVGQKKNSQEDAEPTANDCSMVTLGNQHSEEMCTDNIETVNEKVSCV
# CaV13 ICDI inh: Primary screen for inhibitors of IQ motif and Ca2+-dependent inactivation inhibitor domain binding in CACNA1D, Förster resonance energy transfer in living cells, … | actives 0.098% (n = 340,000) | HEK cells, CFP/YFP FRET ICDI-IQ, plate reader, 10 min; percent FRET-ratio fall versus neutral wells | AID 743397 | inhibition, % at 12.3 µM;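 active = mean replicate inhibition of at least 30% and at least 1% of replicates passing that level; inconclusive = only one of the two criteria is met; inactive = neither criterion is met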;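 also: 0% = median of the neutral control wells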
# ABCB6 inh MLPCN: blocks the human ABCB6 transporter | Q9NP58 | K562-ABCB6 porphyrin accumulation, flow cytometry, 1 h; stronger effect = lower value | fluorescence ratio to DMSO, % at 10 µM | actives 0.19% (n = 360,000) | AID 602162;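 active = fluorescence ratio to DMSO below 75%, the collection mean minus 3 SD; inconclusive = too few cells collected in the well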;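 also: signal is porphyrin accumulated inside mitochondria; 100% equals median channel fluorescence of DMSO control wells; lower ratio means ABCB6 inhibition with less porphyrin fluorescence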
# aDG glyco act: alpha-DG glycosylation activation; Pro5-aDG cells, alpha-DG glycosylation AlphaScreen (IIH6); 0% Pro5, 100% B10-LARGE cell signal; activation, % at 10 µM; actives 0.22% (n = 360,000); AID 624168;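 active = activation of at least 8% versus controls, or a plate z-score of at least 8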;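 also: Pro5 are CHO cells carrying HIG-tagged alpha-DG that lacks glycosylation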
# Granule exo inh: blocks lytic granule exocytosis | TALL-104 LAMP-1 surface exposure, flow cytometry; cells stimulated with thapsigargin and PMA | AID 651702 | inhibition, % at 10 µM | actives 0.66% (n = 360,000);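 active = inhibition above about 55%, limit read from the data; inconclusive = no clear call, values can overlap the other calls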
# Starred values were filed as active, the others as inactive; ? = inconclusive; nt = not tested or not shown.
1	COCCNC(=O)COc1ccc(C)cc1C
2	Cc1ccc(C(=O)N/C(=C\c2sccc2C)C(=O)NCc2ccco2)cc1
3	O=C(c1c[nH]c(C(=O)C(Cl)(Cl)Cl)c1)c1ccc(F)cc1F
4	CCOC(=O)c1sc(NC(=O)CN2C(=O)C3CC=CCC3C2=O)nc1C (stereo not given)
5	CCOC(=O)Cc1csc(SCC(=O)Nc2ccc3[nH]c(=O)[nH]c3c2)n1
6	NS(=O)(=O)c1ccc(N2CCOCC2)c(C(=O)NCc2cccs2)c1
7	CCOc1ccc(-n2c(SCC(=O)OC)nc3sc4c(c3c2=O)CCN(C)C4)cc1
8	COc1ccc(CCNC(=O)Nc2nnc([C@@H]3C[C@H](O)[C@@H](CO)O3)s2)cc1OC

assay / entry	1	2	3	4	5	6	7	8
Glyco luc inh	1	2	1	3	1	1	-1	0
Cardio protect	4	1	3	-6	8	0	-2	4
PDI turbidity	-2	-9	15	-5	3	-1	-1	-4
iPSC survival up	4.5	-1.4	0.5	0.3	-2.7	-1.8	-0.7	1.1
Vif inh	-9	51*	9	4	1	?	-10	-7
HTR2A ag	2	3	-2	-3	3	3	5	1
CaV13 ICDI inh	-6	-5	-1	-3	-3	-5	-24	-5
ABCB6 inh MLPCN	88	101	100	101	105	96	96	97
aDG glyco act	-0.4	0.1	-0.3	-0.1	-0.1	-0.1	-0.1	0.1
Granule exo inh	?	1	6	2	12	1	-6	-5

9	CCOC(=O)Cc1csc(NC(=O)Cc2cccs2)n1
10	O=C(NCC1CCCC(CNC(=O)Nc2ccc(Cl)cn2)C1)Nc1ccc(Cl)cn1 (stereo not given)
11	CC(C)CN(C(=O)COC(=O)CCSc1ccc(Cl)cc1)c1c(N)n(Cc2ccccc2)c(=O)[nH]c1=O
12	CC1CCCC(C)N1C(=O)COC(=O)COc1ccc(C#N)cc1 (stereo not given)
13	O=C(c1cccc([N+](=O)[O-])c1)N1CCN(c2n[nH]c(=O)[nH]c2=O)CC1
14	Cc1c(C(=O)NCc2cccc(Cl)c2)sc(=O)n1Cc1ccc(F)cc1
15	CCc1ccc(Nc2nc(N3CCOCC3)nc(N3CCOCC3)n2)cc1
16	O=c1c2cnn(-c3ccccc3)c2ncn1Cc1ccccn1

assay / entry	9	10	11	12	13	14	15	16
Glyco luc inh	0	-4	17	2	3	-4	-11	2
Cardio protect	4	-6	-20	5	-1	-3	-5	15
PDI turbidity	-7	17	-3	-7	3	10	7	2
iPSC survival up	2.3	0.5	3.7	1.1	0.0	-1.5	0.0	-2.2
Vif inh	4	1	nt	18	-3	-5	12	5
HTR2A ag	-1	0	-2	8	5	-8	1	-1
CaV13 ICDI inh	-7	-7	-4	-3	-4	4	-17	-5
ABCB6 inh MLPCN	88	94	94	91	96	107	90	101
aDG glyco act	-0.1	0.0	0.0	0.0	0.2	0.0	0.3	0.2
Granule exo inh	0	15	12	-2	-4	-7	-3	-4

17	O=C(CSc1nnc2ccccn12)NNC(=O)c1ccc(Cl)cc1
18	Cc1ccc(O)c(NC(=O)c2noc(C(C)C)c2[N+](=O)[O-])c1
19	CCOC(=O)CSc1ccc(-c2nc3ccccc3[nH]2)cn1
20	CCN(CC)C(=O)N1CCC(NC(=O)c2ccc(C(C)(C)C)cc2)CC1
21	CCc1ccc(C(=O)N2CCN(S(=O)(=O)c3sc(C(=O)O)c(C)c3C(=O)O)CC2)cc1
22	CCOC(=O)c1sc(NC(=O)CC)c(C#N)c1C
23	CC1(NC(=O)CCS(=O)(=O)c2ccc(Cl)cc2)CCS(=O)(=O)C1 (stereo not given)
24	Cc1onc(-c2ccccc2)c1C(=O)N/N=C/c1c[nH]c2ccccc12

assay / entry	17	18	19	20	21	22	23	24
Glyco luc inh	-3	1	-3	-1	1	-1	2	-3
Cardio protect	4	1	-8	0	2	3	1	-13
PDI turbidity	-2	-3	-8	-5	-10	4	8	-1
iPSC survival up	0.1	-0.6	4.5	6.4	-0.4	0.0	-0.4	-1.1
Vif inh	23	3	4	-14	-2	-1	-2	-5
HTR2A ag	3	0	-6	-3	8	9	-2	-2
CaV13 ICDI inh	6	-2	-5	-4	-17	-6	-5	-22
ABCB6 inh MLPCN	94	96	85	99	98	97	90	95
aDG glyco act	-0.1	-0.1	0.4	0.3	-0.1	0.0	-0.2	-0.1
Granule exo inh	-1	-6	-1	-3	-1	1	8	2

25	O=C(COC(=O)c1cccc(S(=O)(=O)N2CCc3ccccc3C2)c1)NCc1ccco1
26	Cc1ccc(NC(=O)/C(=C\c2ccc3c(c2)OCO3)NC(=O)c2ccco2)cc1
27	C=CCn1c(N)cc(=O)nc1SC(CC)C(=O)Nc1ccc(C(C)=O)cc1 (stereo not given)
28	CCOC(=O)C1=CN(Cc2ccco2)S(=O)(=O)NC1c1ccc(F)c(Cl)c1 (stereo not given)
29	CSc1ccccc1NC(=O)N1CCCC(C(=O)c2ccc3c(c2)OCO3)C1 (stereo not given)
30	CCc1ccc(Nc2n[n+](-c3ccccc3)c(-c3cccc(Cl)c3Cl)s2)cc1
31	Cc1ccc2cc(CCNS(=O)(=O)c3ccc(F)cc3)c(=O)[nH]c2c1
32	CC(C)(C)OC(=O)C[C@@H]1C/C=C\C[C@H](CC(=O)NCCO)C(=O)N[C@@H](c2ccccc2)COC1=O

assay / entry	25	26	27	28	29	30	31	32
Glyco luc inh	-1	1	3	1	0	2	-1	1
Cardio protect	5	6	2	4	2	-18	-9	1
PDI turbidity	1	0	-9	10	-1	4	0	1
iPSC survival up	-2.6	-1.2	-0.8	-0.4	-0.1	-0.7	0.9	-2.5
Vif inh	6	8	-5	-2	7	0	4	-3
HTR2A ag	-2	3	3	-4	0	-3	-3	-2
CaV13 ICDI inh	nt	-4	-3	-6	-2	-4	-5	-4
ABCB6 inh MLPCN	101	107	101	103	97	98	103	100
aDG glyco act	-0.1	-0.2	0.9	0.1	0.0	0.5	0.0	1.4
Granule exo inh	3	7	-13	-3	2	6	-1	1

33	COc1ccc(-c2nnc(SC)nc2-c2ccc(OC)c([N+](=O)[O-])c2)cc1[N+](=O)[O-]
34	CC(C)(C)[C@H]1C=C(C(=O)Nc2ccccc2)O[C@@H](OCc2ccc(CO)cc2)C1
35	CN(Cc1ccccc1)C(CNS(=O)(=O)c1ccccc1)c1ccccc1 (stereo not given)
36	O=C(c1cccc(F)c1)N1CCN=C1SCc1cccnc1
37	CCSc1nnc(NC(=O)c2csc(C)c2)s1
38	O=C(Nc1ccc(N2CCOCC2)cc1)C1CC(=O)N(c2ccc(F)cc2)C1 (stereo not given)
39	CCN(CC)c1ccc(S(=O)(=O)N2CCOCC2)cc1NC(=O)CN1CCc2ccccc2C1
40	CCC1(C)Cc2[nH]c(=O)c(C#N)cc2CO1 (stereo not given)

assay / entry	33	34	35	36	37	38	39	40
Glyco luc inh	4	-2	-3	-1	0	-2	-10	0
Cardio protect	-1	-1	-21	-4	-5	-3	7	6
PDI turbidity	-4	3	6	-6	-6	6	-7	2
iPSC survival up	-0.5	0.2	2.3	0.0	-1.0	-0.2	3.1	-2.5
Vif inh	2	3	-6	-3	nt	16	2	5
HTR2A ag	-2	3	-11	4	-5	-2	-10	5
CaV13 ICDI inh	-3	-12	-4	-1	-5	-2	-4	-7
ABCB6 inh MLPCN	109	96	79	92	98	97	92	98
aDG glyco act	-0.3	0.1	-0.1	-0.1	-0.2	0.0	0.2	-0.2
Granule exo inh	2	-9	2	6	-4	-16	-2	-2

# The closing 4 entries of the section before are carried over, then new ones follow.
37	CCSc1nnc(NC(=O)c2csc(C)c2)s1
38	O=C(Nc1ccc(N2CCOCC2)cc1)C1CC(=O)N(c2ccc(F)cc2)C1 (stereo not given)
39	CCN(CC)c1ccc(S(=O)(=O)N2CCOCC2)cc1NC(=O)CN1CCc2ccccc2C1
40	CCC1(C)Cc2[nH]c(=O)c(C#N)cc2CO1 (stereo not given)
41	C/C(=C\C(=O)c1ccc(Cl)s1)N(C)C
42	Cc1ccc(S(=O)(=O)NCCNC(=O)c2ccc(C)nc2)cc1
43	Cc1cccc(NC(=O)CSCC(=O)N2CCCc3ccccc32)c1
44	N#Cc1ccc(-c2nc3ccc(Cl)cn3c2Cc2ccccc2C(F)(F)F)cc1
45	COc1ccc(CNC(=O)Nc2nnc([C@@H]3C[C@H](O)[C@@H](CO)O3)s2)cc1
46	COCCCNC(=O)Cc1ccc(S(=O)(=O)N2CCOCC2)s1
47	COc1cc(C(=O)OC(C)C(=O)Nc2ccc3c(c2)OCCO3)cc(OC)c1OC (stereo not given)
48	COC(=O)C[C@@H]1C[C@@H]2c3cc(NC(=O)Cc4ccncc4)ccc3O[C@@H]2[C@@H](CO)O1

assay / entry	37	38	39	40	41	42	43	44	45	46	47	48
Glyco luc inh	0	-2	-10	0	4	-1	1	-3	1	0	8	0
Cardio protect	-5	-3	7	6	7	6	1	-7	11	12	1	4
PDI turbidity	-6	6	-7	2	-2	0	-4	nt	-22	-4	0	-3
iPSC survival up	-1.0	-0.2	3.1	-2.5	0.2	-0.3	0.2	1.3	-2.2	-2.5	-0.4	10
Vif inh	nt	16	2	5	3	-4	nt	nt	-1	16	-15	3
HTR2A ag	-5	-2	-10	5	2	1	3	-3	-4	-3	10	-2
CaV13 ICDI inh	-5	-2	-4	-7	-3	-3	-5	-4	-11	-17	-2	-7
ABCB6 inh MLPCN	98	97	92	98	99	98	101	95	?	100	101	97
aDG glyco act	-0.2	0.0	0.2	-0.2	0.1	0.2	-0.3	0.1	-0.1	-0.2	0.3	-0.2
Granule exo inh	-4	-16	-2	-2	1	-7	12	1	-2	16	-1	-2

49	CC(Nc1cccc(F)c1)C(=O)Nc1ccc(S(N)(=O)=O)cc1 (stereo not given)
50	CCc1ccc(/C=N/NC(=O)c2ccccn2)cc1
51	Cc1ccc(NC(=O)c2sccc2-n2cccc2)c(C)c1
52	Cc1cnc(NC(=O)CSc2nnc(C)n2N)s1
53	Clc1ccc(-c2cc(CSc3ccccc3)on2)cc1
54	O=C(N/N=C/c1c(O)n(Cc2ccccc2)c(=O)c2ccccc12)c1cccnc1
55	CCN(CC)S(=O)(=O)c1ccc(-c2nnc(SC)o2)cc1
56	CCN(CC)C(=O)c1cccc(C)c1
57	O=C1CN(C(=O)c2cc3ccccc3o2)c2ccccc2N1

assay / entry	49	50	51	52	53	54	55	56	57
Glyco luc inh	1	-17	1	3	-2	0	0	1	0
Cardio protect	0	-16	4	-3	-22	27	0	-3	-5
PDI turbidity	-7	-6	-1	1	-5	-2	-1	-7	-4
iPSC survival up	-2.4	-0.7	-0.4	1.4	0.0	-0.1	-1.3	-0.6	0.0
Vif inh	-7	-4	-4	3	1	-2	-16	1	-2
HTR2A ag	-3	2	-7	0	-6	-3	1	4	-1
CaV13 ICDI inh	-6	-2	-4	-4	-5	-10	-4	-5	-2
ABCB6 inh MLPCN	87	95	98	103	85	102	103	98	96
aDG glyco act	-0.5	0.0	0.0	-0.2	-0.1	-0.3	0.1	-0.2	0.1
Granule exo inh	0	6	0	1	-3	0	16	4	1
